Wnt act = Wnt/beta-catenin pathway activation; Wnt/beta-catenin reporter cell assay, activator, plate reader; activation, % at 9.35 µM; hit rate 1.2% among 300,000; AID 743398; in the data active = activation above about 30%, passing the limit was not always enough;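 also: 0% = neutral control wells and 100% = positive control wells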
CAL PDZ FP-1 = CAL PDZ (human) peptide binding inhibition | Q9HD26 | purified CAL PDZ, TMR-peptide fluorescence polarization, 1 h | inhibition, % at 24.9 µM | hit rate 0.92% among 300,000 | AID 602252;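 active = mean inhibition of at least 30% with at least half of replicates also reaching 30%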;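 also: 0% = DMSO neutral control and 100% = excess unlabeled competitor peptide PRC23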
SR-BI DiI-HDL act = activators of SR-BI mediated HDL lipid uptake. hit rate 0.096% among 320,000. AID 504775. CHO ldlA[mSR-BI] cells, DiI-HDL uptake fluorescence, 3 h; 100 = double the neutral-control signal. activation, % at 12.5 µM;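 active = mean replicate activation of at least 60% and every replicate at or above 60%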;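 also: 0% = median plate neutral-control signal and 100% = twice that signal; values of inactives mirror those of a sister screen read the other way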
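Material – SR-BI-overexpressing, LDLR-lacking CHO cells · Medium – BSA-supplemented, HEPES-buffered Ham's F12, pH 7.4 · Doses – single concentration · Times – compound with DiI-HDL co-incubation, 3 h at 37 °C · Measured by – bottom-read fluorescence, 550/595 nm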
Tat transport = inhibitors of E. coli Tat protein transport | E. coli MC4100 TorA-mCherry Tat export, fluorescence | inhibition, % at 10 µM | hit rate 0.036% among 340,000;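 active = mean replicate inhibition at least 50% and at least half of replicates individually reaching 50%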;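 also: exported cargo escapes ClpAP degradation while cytoplasmic cargo is degraded and loses fluorescence; 0% = median of neutral control wells and 100% = median of NaSCN control wells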
AddAB inh = less growth of phage-infected E. coli with AddAB; E. coli expressing H. pylori AddAB, absorbance growth; hit rate 0.29% among 330,000; inhibition, % at 11.9 µM; in the data active = inhibition above about 12%;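 also: 0% = vehicle wells of infected cells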
Ecoli viability = reduces bacterial viability in AddAB counter-screen; hit rate 0.27% among 330,000; inhibition, % at 11.9 µM; E. coli V3065 growth, OD600 absorbance, 18 h;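 active = inhibition above the campaign's mean inhibition across all tested compounds plus 3 SD, cut at about 9.9% in these data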;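 also: uninfected addAB+ strain grown without phage in ampicillin broth; 0% = DMSO wells and 100% = ciprofloxacin 0.95 µg/ml wells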
SR-BI DiI inh = blocks mouse SR-BI lipid uptake from DiI-HDL; hit rate 0.96% among 320,000; inhibition, % at 12.5 µM; AID 488896; Q61009; ldlA[mSR-BI] CHO cells, DiI-HDL uptake fluorescence, 3 h;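 active = mean replicate inhibition of at least 70% and a set share of replicates each scoring 70 or more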;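 also: 0% = median of neutral control wells and 100% = median of positive control wells; values of inactives mirror those of a sister screen read the other way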
Target sequence (Q61009 whole entry, looked up): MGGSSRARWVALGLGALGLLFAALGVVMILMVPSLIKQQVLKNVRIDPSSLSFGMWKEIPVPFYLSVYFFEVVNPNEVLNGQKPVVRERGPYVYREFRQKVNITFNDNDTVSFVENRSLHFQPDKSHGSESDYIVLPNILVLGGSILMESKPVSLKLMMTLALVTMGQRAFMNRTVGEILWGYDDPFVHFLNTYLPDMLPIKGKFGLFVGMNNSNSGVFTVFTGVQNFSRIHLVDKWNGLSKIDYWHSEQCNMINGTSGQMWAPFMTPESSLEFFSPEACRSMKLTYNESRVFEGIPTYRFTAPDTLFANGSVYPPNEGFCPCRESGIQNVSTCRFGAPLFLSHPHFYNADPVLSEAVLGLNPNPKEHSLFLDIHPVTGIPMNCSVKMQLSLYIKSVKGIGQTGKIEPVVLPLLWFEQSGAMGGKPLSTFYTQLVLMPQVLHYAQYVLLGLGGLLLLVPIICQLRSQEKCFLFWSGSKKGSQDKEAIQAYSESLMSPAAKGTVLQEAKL
CAL PDZ FP-2 = blocks peptide binding to human CAL PDZ domain; Q9HD26; purified CAL PDZ, TMR-peptide fluorescence polarization, 1 h; inhibition, % at 20 µM; hit rate 0.02% among 330,000; AID 504414;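 active = highest replicate inhibition of at least 40%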;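 also: plate controls were DMSO neutral control wells for no effect and unlabeled competitor peptide control wells for full effect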
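System: tagged CAL PDZ domain. Schedule: 1 h room-temperature incubation prior to read. Signal: fluorescence polarization (mP). Measure: percent inhibition from loss of millipolarization.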
MITF TRPM1 HTS = activators of MITF-driven TRPM1 promoter activity in SK-MEL-5 cells; SK-MEL-5 TRPM1-promoter luciferase, 24 h; % of positive control, neutral wells = 0; activation, % at 12.5 µM; hit rate 0.75% among 300,000; AID 588334;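 active = mean activation of at least 80% with every replicate also reaching 80%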;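 also: 0% = neutral control wells and 100% = parthenolide positive control wells; values of inactives mirror those of a sister screen read the other way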
phage Ecoli inh = E. coli growth loss with phage present | growth absorbance | inhibition, % at 11.9 µM | hit rate 0.26% among 360,000; in the data active = inhibition above about 11%
An asterisk follows results filed as active; · = not tested or not shown.

no.	SMILES	CAL PDZ FP-2	AddAB inh	Ecoli viability	Tat transport	MITF TRPM1 HTS	phage Ecoli inh	SR-BI DiI inh	Wnt act	CAL PDZ FP-1	SR-BI DiI-HDL act
1	COc1ccc(C(=O)OCC(=O)Nc2ccc3[nH]c(=O)[nH]c3c2)cc1	-3.0	-0.5	0.5	-11	-1	2.1	-32	-2	-1	32
2	O=C(c1ccc(-n2cncn2)c([N+](=O)[O-])c1)N1CCN(S(=O)(=O)c2ccccc2F)CC1	-1.8	1.7	1.4	-4	-3	1.8	-20	-1	-5	20
3	COc1ccc(-c2cnn3c4c(c(C)nc23)CCN4C2CCCC2)cc1OC	0.2	3.7	-0.5	21	16	4.5	21	-5	-2	-21
4	COc1cc(C(=O)NCCOc2ccccc2)c(Br)c(OC)c1OC	-2.6	-0.7	-0.9	-5	0	2.0	-4	4	-1	4
5	CCn1c(CSCc2ccc(F)cc2)nnc1SCC(=O)NCc1ccccc1	-0.5	-0.2	1.4	-4	1	2.8	3	·	-2	-3
6	COC(=O)c1ccc(CNC(=O)CNC(=O)c2sc3ccccc3c2Cl)cc1	-2.1	0.8	-1.8	2	3	1.0	-20	-2	-1	20
7	CC(C)NC(=O)CSc1nnc(-c2ccc(S(=O)(=O)N3CCCC3)cc2)n1CC1CCCO1 (stereo not drawn)	-0.5	-0.2	-0.6	2	8	1.0	17	·	·	-17
8	O=C(Nc1ccc2c(c1)OCO2)C1Cc2ccccc2CN1S(=O)(=O)c1cccs1 (stereo not drawn)	-2.7	0.3	-2.5	-4	51	3.2	-3	13	-2	3
9	OC(c1ccccc1)(c1ccccc1)C1CCN(C(=S)NC2CCCC2)CC1	-2.3	-2.2	-3.0	-2	-1	1.1	-5	-6	-5	5
10	O=C(c1ccc(CS(=O)Cc2ccc(Cl)cc2)o1)N1CCN(c2ccccc2F)CC1 (stereo not drawn)	-1.9	3.4	0.3	9	-2	2.4	8	-3	-3	-8
11	COC(=O)[C@]1(Cc2ccccc2)N[C@H](CN(C)C(=O)Nc2ccc(C(F)(F)F)cc2)[C@@H]2C(=O)N(Cc3ccccc3)C(=O)[C@@H]21	-2.8	1.2	-0.5	-5	-6	4.7	-37	-2	0	37
12	COc1ccc(-c2nn(-c3ccccc3)cc2/C=N/O)cc1	0.0	2.0	-2.8	-5	·	1.0	24	3	-5	-24
13	O=C(Nc1ccc2c(c1)OCCO2)C1CC1c1ccccc1 (stereo not drawn)	-1.4	1.2	0.7	-7	16	3.3	6	26	-3	-6
14	O=C1c2ccccc2[C@@H]2C[C@@H](O)[C@H](Nc3ccccc3Cl)CCN12	-1.3	-0.4	-0.9	-8	2	3.9	-4	-2	-1	4
15	CC(=O)Nc1ccc(C2Nc3cc(C)c(C)cc3NC3=C2C(=O)CC(C)(C)C3)cc1 (stereo not drawn)	-0.3	1.1	-0.9	5	·	2.9	-3	4	-9	3
16	COc1cccc(S(=O)(=O)Nc2ccc3sc(C)nc3c2)c1	-2.1	0.0	0.0	-3	-7	1.2	-9	-7	·	9
17	COc1ccc(OC)c(S(=O)(=O)NCc2csc(-c3ccccc3)n2)c1	-2.2	3.4	0.7	3	-1	2.5	39	·	-2	-39
18	Cc1cc(C)c(C#N)c(SCc2ccc(C(=O)O)cc2)n1	-0.5	1.0	-0.6	0	3	-0.9	-2	0	-3	2
19	CCCC1COC(Cn2cncn2)(c2ccc(C)cc2)O1 (stereo not drawn)	-2.2	1.6	-0.9	-8	13	-0.9	-15	-1	-3	15
20	COc1ccc(NC(=O)c2sccc2SCc2cccc(C(F)(F)F)c2)cc1	-1.9	-0.8	0.4	4	9	0.6	12	·	·	-12
21	COc1ccccc1NC(=O)C(C)OC(=O)COc1cccc2c1OC(C)(C)C2 (stereo not drawn)	-2.7	3.9	-1.7	5	5	0.4	-1	0	-4	1
22	COc1ccc(C2CC(c3ccccc3)Nc3nc(NS(C)(=O)=O)nn32)cc1 (stereo not drawn)	0.4	0.8	0.0	31	2	0.1	-13	-1	-4	13
23	CCCCOc1ccc(CCC(=O)N/N=C/c2ccco2)cc1	-1.7	0.2	-0.3	-3	·	2.7	10	4	-6	-10
24	CCCCSCCCNC(=O)Nc1ccc(C)c(C)c1	0.1	3.8	-2.0	15	15	1.3	18	0	1	-18
25	COc1ccc(C(CNC(=O)c2oc3cc(Br)ccc3c2C)N2CCCCC2)cc1 (stereo not drawn)	-4.5	1.4	2.5	1	20	2.4	-13	-2	0	13

Screen by screen, as entered above.
Entries 1 to 8 in CAL PDZ FP-2 read -3.0, -1.8, 0.2, -2.6, -0.5, -2.1, -0.5, -2.7
Entries 1 to 8 in AddAB inh read -0.5, 1.7, 3.7, -0.7, -0.2, 0.8, -0.2, 0.3
Entries 1 to 8 in SR-BI DiI inh read -32, -20, 21, -4, 3, -20, 17, -3

The list continues:
no.	SMILES	CAL PDZ FP-2	AddAB inh	Ecoli viability	Tat transport	MITF TRPM1 HTS	phage Ecoli inh	SR-BI DiI inh	Wnt act	CAL PDZ FP-1	SR-BI DiI-HDL act
26	COc1ccccc1CNC(=O)CN1C(=O)NC(c2ccccc2)(c2ccccc2)C1=O	0.3	0.3	-1.1	3	-2	1.1	-2	-2	·	2
27	COC(=O)c1ccc(COc2ccccc2/C=C(\C#N)C(=O)Nc2ccccc2C)cc1	0.0	4.5	-0.2	11	8	1.1	11	·	-1	-11
28	COc1cc(O)c(C(CC(=O)N2CCOCC2)c2ccc3c(c2)OCO3)c(OC)c1 (stereo not drawn)	0.1	0.7	0.7	-7	7	2.3	-13	1	-3	13
29	CC(C)(CNc1ccc([N+](=O)[O-])cc1Cl)N1CCOCC1	-2.4	1.3	-0.9	6	-1	1.2	22	-2	-3	-22
30	COc1ccc(C)cc1NC(=O)Nc1cnccn1	-4.8	-1.8	-1.5	-8	6	5.0	-6	-5	-2	6
31	CCOc1ccccc1N1C(=O)CC(Sc2n[nH]c(-c3ccccc3)n2)C1=O (stereo not drawn)	-1.3	3.3	-0.6	-5	6	0.9	-8	-8	-3	8
32	COc1cccc(C(=O)NCCS(=O)(=O)N2CCCCCC2)c1	-0.5	-0.5	-0.7	-8	1	-0.2	-1	1	0	1
33	CC1=CC2=NC(=O)/C(=C\c3cccn3CCOc3ccc(C)c(C)c3)C(=N)N2O1	-1.3	-2.2	-2.9	3	20	2.6	31	12	1	-31
34	Cc1ccccc1C(=O)Nc1c2c(nc3ccccc13)CCCC2	0.4	-0.3	0.3	-19	2	1.6	-8	-2	-5	8
35	Cc1cc(C)n(-c2ccc(NC(=O)C3CCCCN3C(=O)c3ccoc3C)cc2)n1 (stereo not drawn)	0.1	0.8	1.1	0	-10	2.1	6	3	-5	-6
36	CC(C)CNC(=O)CCc1c[nH]c2ccccc12	2.1	-2.7	0.7	-1	-3	1.8	-8	1	-4	8
37	COC(=O)CCC(=O)Nc1ccc(Cl)c(Cl)c1	-2.2	-0.1	2.4	5	-2	0.1	6	·	1	-6
38	Clc1cccc(CSc2nc3ccncc3[nH]2)c1	-1.2	-1.6	-0.8	-1	50	4.6	-9	12	-3	9
39	O=C1CC2(CCN(C(=O)C3CC(=O)N(c4ccccc4)C3)CC2)Oc2ccccc21 (stereo not drawn)	-2.6	-2.0	0.8	11	0	1.9	5	0	-3	-5
40	CCOc1ccc(N(CC(=O)NCc2ccc(OC)cc2)C(=O)CCC(=O)Nc2nccs2)cc1	-2.7	1.4	-1.1	-19	-4	1.5	12	-2	-2	-12
41	CCOC(=O)Cn1nnnc1C(CC)N(Cc1ccccc1)Cc1cc2cc(C)ccc2[nH]c1=O (stereo not drawn)	-0.4	0.8	2.1	-3	5	1.5	-29	-3	·	29
42	CC(C)n1c(SCC(N)=O)nc2c1c(=O)n(C)c(=O)n2C	0.7	-1.5	-0.9	6	-12	1.3	-6	-1	-1	6
43	Cc1cc(C(=O)Nc2cccc(C(=O)O)c2)oc1C	0.2	1.8	2.3	-5	-85	3.3	-43	-4	0	43
44	O=C(N/N=C/c1cccc(O)c1)c1cc(C2CC2)nc2ccccc12	-1.4	2.7	-3.1	-1	-2	0.1	·	2	·	·
45	Cc1c(C(=O)NNC(=O)c2cccnc2)cccc1[N+](=O)[O-]	1.1	0.7	1.7	1	-1	1.2	-6	-2	-4	6
46	Cc1ccc(S(=O)(=O)N2CCC(C(=O)OC3CCOC3=O)CC2)cc1C (stereo not drawn)	-0.9	-2.2	-0.8	4	5	0.9	-30	-1	·	30
47	COc1ccc(N(C)C(=O)c2ccc3snnc3c2)cc1	-1.3	-4.3	0.0	-2	·	0.6	-13	-3	·	13
48	CCOC(=O)c1c(N)sc(C(O)(C(F)(F)F)C(F)(F)F)c1-c1ccc(F)cc1	-7.6	6.7	1.7	4	·	4.2	·	2	-8	·
49	Cn1cccc1Cc1nnc(SCC(=O)NC2CCCCC2)n1-c1ccc(F)cc1	-0.4	2.1	-0.7	-18	6	2.1	-9	-2	·	9
50	COc1ccc(OC)c(-n2c(=S)[nH]c3cc(C(=O)N(C)Cc4ccccc4)ccc3c2=O)c1	-0.8	1.1	0.2	0	-1	0.1	14	-1	-1	-14
51	CC(Oc1ccccc1)c1nnc(N)s1 (stereo not drawn)	-0.1	3.5	1.9	-2	11	4.3	-4	-1	-4	4
52	Cc1oc2ccc(OCc3ccc(F)cc3Cl)cc2c1C(=O)O	-1.0	1.3	0.8	0	15	3.5	11	-5	-2	-11
53	COc1ccc(CNC(=O)COC(=O)C2=Cc3ccccc3OC2)cc1	-3.0	·	·	-1	-1	4.5	-4	-3	·	4
54	CCCC1CCc2c(sc(NC(=O)OCC)c2C#N)C1 (stereo not drawn)	0.2	0.8	-2.2	3	-7	0.6	40	·	-1	-40
55	O=C(CN1CCCCC1)Nc1cccc(Cl)c1	-1.9	2.0	1.3	-7	14	3.3	1	0	·	-1
56	O=C1CCCN1CCCNS(=O)(=O)c1cccc(F)c1	-0.2	0.0	-1.7	1	-4	0.3	-19	0	21	19

Part of the list above, with one line to a screen:
53. COc1ccc(CNC(=O)COC(=O)C2=Cc3ccccc3OC2)cc1
52. Cc1oc2ccc(OCc3ccc(F)cc3Cl)cc2c1C(=O)O
compound no. | 53 | 52
CAL PDZ FP-2 | -3.0 | -1.0
AddAB inh | · | 1.3
Ecoli viability | · | 0.8
Tat transport | -1 | 0
MITF TRPM1 HTS | -1 | 15
phage Ecoli inh | 4.5 | 3.5
SR-BI DiI inh | -4 | 11
Wnt act | -3 | -5
CAL PDZ FP-1 | · | -2
SR-BI DiI-HDL act | 4 | -11

Pulled by compound from the entries so far:
no.	SMILES	CAL PDZ FP-2	AddAB inh	Ecoli viability	Tat transport	MITF TRPM1 HTS	phage Ecoli inh	SR-BI DiI inh	Wnt act	CAL PDZ FP-1	SR-BI DiI-HDL act
52	Cc1oc2ccc(OCc3ccc(F)cc3Cl)cc2c1C(=O)O	-1.0	1.3	0.8	0	15	3.5	11	-5	-2	-11
55	O=C(CN1CCCCC1)Nc1cccc(Cl)c1	-1.9	2.0	1.3	-7	14	3.3	1	0	·	-1
54	CCCC1CCc2c(sc(NC(=O)OCC)c2C#N)C1 (stereo not drawn)	0.2	0.8	-2.2	3	-7	0.6	40	·	-1	-40

Compound activity from PubChem.
